# Source: PubChem BioAssay
# CCR6 antag: antagonists of human CCR6 receptor; inhibition, % at 20 µM; P51684; 340,000 compounds, 0.49% hits; AID 493098; CHO-K1 CCR6 PathHunter beta-arrestin, luminescence, CCL20-stimulated;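 active means compounds whose inhibition of the agonist-driven luminescence signal at 20 µM reaches about 50%, limit read from the data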;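 further: cells stimulated with CCL20 at 14 nM final; plate controls were DMSO with CCL20 for no effect and DMSO without agonist for full effect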
# Target sequence (P51684 whole entry, looked up): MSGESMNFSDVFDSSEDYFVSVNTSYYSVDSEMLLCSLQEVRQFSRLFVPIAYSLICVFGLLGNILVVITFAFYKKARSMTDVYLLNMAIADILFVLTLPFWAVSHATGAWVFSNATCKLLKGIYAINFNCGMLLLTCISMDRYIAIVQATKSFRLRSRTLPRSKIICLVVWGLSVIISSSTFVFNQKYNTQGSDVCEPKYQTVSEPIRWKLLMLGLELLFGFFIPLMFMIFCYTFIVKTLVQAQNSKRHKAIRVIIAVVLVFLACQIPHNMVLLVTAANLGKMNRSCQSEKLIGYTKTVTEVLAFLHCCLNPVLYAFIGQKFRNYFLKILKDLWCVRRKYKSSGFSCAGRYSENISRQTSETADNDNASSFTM
# UPR CHOP act: activators of apoptotic arm of unfolded protein response (CHOP); CHO-CHOP luciferase reporter, UPR activation, luminescence; percent of tunicamycin response over DMSO baseline; activation, % at 10 µM; 330,000 compounds, 0.34% hits; AID 449763;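 active means at 10 µM dose, activation of 40% or more, normalized to positive control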;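 further: 100% = tunicamycin at 10 µg/mL and 0% = DMSO alone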
#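 Dosing – one dose, 10 µM in 0.5% DMSO · System – CHO-CHOP cells, stable luciferase reporter of PERK-eIF2a-CHOP signalling · Input – 500 cells/well · Control set – tunicamycin 10 µg/mL final as positive, DMSO-only wells as negative · Timing – 6 h compound treatment, 37 °C · Measure – % activation vs tunicamycin · Technique – luminescence read with Steady-Glo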
# tim23-1 inh: growth inhibitors of tim23-1 mutant yeast. S. cerevisiae tim23-1 growth, BacTiter-Glo luminescence, 24 h. inhibition, % at 20 µM. 330,000 compounds, 1.3% hits. AID 463212;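 active means growth inhibition of the mutant yeast at or above 50%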;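 further: temperature-sensitive mutant grown at 25 °C; plate controls were DMSO-treated mutant yeast for no effect and medium wells lacking yeast for full effect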
# APJ antagonist: antagonists of human APJ apelin receptor | P35414 | CHO-K1 APJ beta-arrestin complementation, luminescence | inhibition, % at 20 µM | 330,000 compounds, 0.32% hits;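 active means inhibition above about 40% at 20 µM, limit read from the data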;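 further: cells challenged with 10 nM apelin-13 agonist together with compound; plate controls were apelin-13 plus DMSO wells for no effect and DMSO wells lacking apelin-13 for full effect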
# APJ ag: APJ receptor agonism; activation, % at 20 µM; CHO-K1 APJ PathHunter beta-arrestin, luminescence; 0% DMSO wells, 100% apelin; 330,000 compounds, 0.11% hits; P35414; AID 2520;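 active means activation more than six SD over the plate average, tested at 20 µM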;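 further: 0% = DMSO alone and 100% = apelin-13 at 10 nM; some results filed as inactive read as strong as hits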
#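 Material: engineered CHO-K1 APJ arrestin reporter cells; amount: 1000 CHO-K1 reporter cells seeded per well; incubation: compound stimulation 90 min at 25 °C, detection 60 min; signal: luminescent beta-gal fragment complementation, chemiluminescent substrate; read-out basis: APJ agonist activity; controls: DMSO-only wells as negative, 10 nM Apelin-13 as positive control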
# Mdm2 MdmX PPI: disrupts the human Mdm2-MdmX interaction | 330,000 compounds, 3% hits | inhibition, % at 8 µM | SaOS-2 split-luciferase Mdm2/MdmX complementation, luminescence;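 active means inhibition of at least 50% at 8 µM in the primary screen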
# EBI2 antag: antagonists of human EBI2 receptor. AID 651636. inhibition, % at 5 µM. P32249. EBI2 beta-arrestin recruitment, luminescence, 7a,25-OHC stimulated. 360,000 compounds, 0.81% hits; in the data active means inhibition above about 38%;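 further: enzyme fragment complementation signal reports receptor beta-arrestin coupling in cells; 0% = agonist plus DMSO wells and 100% = wells without agonist; some results beyond the cut were filed as inactive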
# Target sequence (P32249 whole entry, looked up, the tested form may be a part): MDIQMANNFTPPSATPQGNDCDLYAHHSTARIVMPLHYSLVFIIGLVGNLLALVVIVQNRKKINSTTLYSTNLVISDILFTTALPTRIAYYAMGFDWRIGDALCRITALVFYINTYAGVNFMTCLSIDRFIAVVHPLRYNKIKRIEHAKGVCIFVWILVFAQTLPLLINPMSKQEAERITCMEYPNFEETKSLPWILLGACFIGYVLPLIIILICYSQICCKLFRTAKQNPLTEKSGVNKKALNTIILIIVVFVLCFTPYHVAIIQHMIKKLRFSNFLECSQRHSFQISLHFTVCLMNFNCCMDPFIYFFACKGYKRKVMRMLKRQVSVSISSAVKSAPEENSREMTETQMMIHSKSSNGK
# CXCR6 inh: inhibitors of human CXCR6 receptor | CHO-K1 PathHunter CXCR6 beta-arrestin, luminescence | inhibition, % at 20 µM | 360,000 compounds, 0.36% hits; in the data active means inhibition above about 34%, passing the limit was not always enough;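 further: antagonist mode with CXCL16 agonist at 10 nM final; 0% = 10 nM CXCL16 with DMSO and 100% = unstimulated wells without agonist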
# Target sequence (O00574 whole entry, looked up): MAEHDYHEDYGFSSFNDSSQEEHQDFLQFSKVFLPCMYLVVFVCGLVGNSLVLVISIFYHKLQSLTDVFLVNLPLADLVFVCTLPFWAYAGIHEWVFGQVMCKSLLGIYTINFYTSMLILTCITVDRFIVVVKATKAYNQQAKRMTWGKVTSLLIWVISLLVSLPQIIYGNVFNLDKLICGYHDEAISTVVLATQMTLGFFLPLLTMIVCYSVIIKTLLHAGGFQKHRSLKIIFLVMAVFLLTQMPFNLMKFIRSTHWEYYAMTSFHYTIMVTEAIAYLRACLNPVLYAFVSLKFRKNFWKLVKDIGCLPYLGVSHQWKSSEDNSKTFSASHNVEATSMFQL
# XBP1 UPR activ: adaptive UPR (XBP1) activation; 330,000 compounds, 0.33% hits; CHO-XBP1 luciferase reporter, IRE1-XBP1 UPR activation, luminescence; percent of tunicamycin response, DMSO as zero; activation, % at 20 µM; AID 463104;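 active means versus positive control, 20 µM dose yields 30% or more activation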;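 further: 100% = tunicamycin at 10 µg/mL and 0% = DMSO only wells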
#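 Material: CHO-XBP1 cells stably carrying IRE1-XBP1-driven luciferase reporter / Amount: 1000 cells per well / Compound: 20 µM, 1% DMSO / Times: 6 h treatment, 37 °C / Detection: luciferase luminescence / Measure: % activation of reporter signal versus tunicamycin and DMSO controls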
# * = called active by the depositor. The list is partial, so the mix of outcomes need not match the whole.
cpd | SMILES | CCR6 antag | UPR CHOP act | tim23-1 inh | APJ antagonist | APJ ag | Mdm2 MdmX PPI | EBI2 antag | CXCR6 inh | XBP1 UPR activ
1 | CC(C)CN1CCN(Cc2cccc3nccnc23)CC1CCO (configuration not stated) | 8 | -2.4 | 5 | 1 | -1 | 18 | 1 | 12 | -3
2 | CC(C)OCCCNC(=O)c1ccc(NC(=O)C2CCCO2)cc1 (configuration not stated) | 1 | 1.4 | 6 | 0 | -2 | 16 | -4 | -2 | 2
3 | CN(c1ccccc1)S(=O)(=O)c1cccc(NC(=O)CCN2C(=O)C3CCCCC3C2=O)c1 (configuration not stated) | 2 | -0.4 | 6 | 6 | -1 | -10 | 1 | 2 | -1
4 | Cc1ccc(-c2csc(/C(C#N)=C(\O)CN3CCN(C(=O)c4ccco4)CC3)n2)cc1 | -2 | -2.7 | 4 | 24 | -3 | 26 | 0 | 2 | 0
5 | Cc1cc(C)cc(-c2nnc(SCC(=O)Nc3cc(C)on3)o2)c1 | 16 | 0.0 | -5 | -14 | -2 | 20 | -8 | -2 | -4
6 | COc1ccc(CSc2nc3ccccc3c(=O)[nH]2)cc1F | 9 | 0.5 | -15 | 25 | -5 | 13 | 6 | -4 | 1
7 | Cc1cc(C)c(C#N)c(Oc2ccc(F)cc2)n1 | -40 | -2.9 | -15 | 2 | -1 | 8 | 1 | -3 | -2
8 | COc1cccc(C(O)c2nc3ccccc3n2C(C)C)c1OC (configuration not stated) | -5 | -0.3 | 23 | -1 | -3 | -16 | -4 | 8 | 1
9 | Cc1ccc(CONC(=O)c2cccc(C)c2)cc1 | 12 | 4.3 | 8 | -3 | -2 | -44 | 10 | 11 | 1
10 | COc1cccc(/C=N/NC(=O)c2cc(-c3cccn3C)n[nH]2)c1 | -10 | 1.4 | 13 | -2 | -4 | 15 | 5 | -6 | 0
11 | Cc1cc(NCC(c2ccccc2)c2ccccc2)n2ncnc2n1 | 10 | -0.7 | 22 | -9 | -2 | 12 | 9 | -8 | -3
12 | COc1ccc(OCC(=O)NNC(=O)c2cccc(O)c2)cc1 | -3 | 0.6 | 0 | 9 | -2 | 5 | 0 | 9 | -1
13 | Nc1nc(SCc2nc3scc(-c4cccs4)c3c(=O)[nH]2)n[nH]1 | -6 | -1.2 | -1 | -1 | 1 | 2 | -3 | 1 | -3
14 | Cn1c(=O)c2ccccc2n(CC(=O)NCCC2=CCCCC2)c1=O | 3 | 0.0 | 7 | 8 | -4 | 7 | 0 | 15 | -2
15 | C1CCCCCC2(CCCCC1)OCC(CN1CCOCC1)O2 (configuration not stated) | -1 | -1.4 | 6 | -1 | -1 | -2 | -4 | -12 | -3
16 | O=C(NCC(c1ccco1)N1CCc2ccccc2C1)c1ccccc1Br (configuration not stated) | 18 | -1.0 | 13 | -10 | 2 | 9 | -1 | 6 | 4
17 | Cc1ccccc1NC(=O)Cc1nc(COC(=O)Cc2c(F)cccc2Cl)cs1 | 11 | 1.8 | 38 | -12 | -1 | 5 | 5 | 3 | -2
18 | Cc1ccc(S(=O)(=O)NCc2ccncc2)c(C)c1C | 10 | 7.4 | -7 | 11 | 1 | 11 | -1 | -1 | -3
19 | Cc1ccc(N2C(=O)N(CC(=O)Nc3cc(C)cc(C)c3)C(=O)C2C)cc1 (configuration not stated) | 5 | 1.7 | 8 | -2 | -3 | 14 | 2 | 0 | -2
20 | C[C@@]12CC(=O)NC1N(C(=O)c1cccc(C(F)(F)F)c1)C(c1ccccc1OC(=O)c1cccc(C(F)(F)F)c1)C2 (some centres not stated) | 11 | 1.6 | 1 | -12 | 1 | 29 | 3 | 9 | 1
21 | CCOC(=O)C1=C(COC(=O)/C=C/c2cccc(F)c2)NC(=O)NC1C (configuration not stated) | 8 | 0.0 | 2 | -4 | -1 | -4 | -11 | 6 | -3
22 | Cc1cc([N+](=O)[O-])nn1CC(=O)NNC(=S)Nc1ccc(Cl)cc1 | 9 | -2.6 | 8 | 13 | -7 | 15 | -13 | 36 | -1
23 | Cc1onc(-c2c(F)cccc2Cl)c1C(=O)NC(=S)NC1CCS(=O)(=O)C1 (configuration not stated) | 28 | 0.7 | 11 | -20 | -2 | -1 | -7 | 12 | 1
24 | CCC1COCCS(=O)(=O)N1Cc1ccccc1F (configuration not stated) | 10 | -0.1 | 8 | -31 | 10 | 11 | -3 | 6 | 2
25 | CC1CCN(S(=O)(=O)c2ccc(C(=O)OC(C)C(=O)N(C)C3CCCCC3)cc2)CC1 (configuration not stated) | 7 | -0.3 | 17 | -35 | -1 | 11 | 5 | -1 | -3
26 | COc1ccc(CN(C2CCCC2)S(=O)(=O)c2ccc(-n3cnnn3)cc2)cc1OC | 4 | 0.5 | -4 | 0 | -3 | 10 | -3 | -3 | -1
27 | COc1ccc([C@@H]2[C@@H](C(=O)C(C)(C)C)N3N=Cc4ccccc4[C@@H]3C23C(=O)OC(C)(C)OC3=O)cc1OC | -27 | 0.5 | 17 | 0 | 2 | 31 | 10 | -5 | 0
28 | CC(CCc1ccccc1)N1CCN(C)CC1 (configuration not stated) | 13 | 0.8 | 12 | 16 | -2 | 17 | -2 | -7 | -3
29 | Cc1ccc2oc(-c3cccc(NC(=O)Cc4cccs4)c3)nc2c1 | 7 | 5.3 | -1 | 6 | -3 | 0 | -1 | -1 | -1
30 | COC(=O)c1ccc(NS(=O)(=O)c2ccc(OC)cc2)cc1 | 11 | -0.8 | 28 | 2 | -3 | 12 | -10 | -3 | -2
31 | COC(=O)c1ccc(NC(=O)C(=O)N2CCCC2)cc1 | -1 | 2.8 | 11 | 3 | 0 | -38 | 0 | -5 | 0
32 | CCOC(=S)SCc1cn2ccc(C)cc2n1 | 34 | 4.5 | 12 | 8 | -4 | 17 | -3 | 9 | 0
33 | C=CCNC(=O)C(=O)NCCCN1CCOCC1 | 4 | 0.2 | 12 | 3 | -3 | -4 | -7 | -1 | 0
34 | COc1cc(NS(=O)(=O)c2ccc(Nc3nc(-c4ccccn4)cs3)cc2)nc(OC)n1 | 8 | -1.5 | 15 | 12 | -3 | 14 | 0 | 1 | -4
35 | CC(C)[C@@H]1NC(=O)c2cc([N+](=O)[O-])cc(I)c2NCCC[C@@H](C(=O)NC(CC(=O)O)C(N)=O)NC(=O)[C@H](CO)NC1=O (some centres not stated) | 10 | -0.5 | -9 | -70 | -1 | -5 | -1 | 0 | -2
36 | C/C(=N\NC(=O)c1c(Cl)c(C)nn1C)c1ccc(NC(=O)c2ccncc2)cc1 | -11 | -1.3 | -2 | -11 | 0 | 4 | -14 | 5 | -2
37 | COc1ccc(NC(=O)C2(c3ccc(NC(=O)c4ccc(C)cc4)cc3)CCCC2)cc1 | 1 | -0.6 | -9 | -12 | -3 | 9 | -12 | -3 | 0
38 | CCOC(=O)c1cc(C)n(CCc2ccccc2)c1C | 23 | 3.6 | 15 | 8 | 5 | -38 | 10 | 1 | 2
39 | CCOC(=O)/C(C)=N/Nc1nc(-c2ccc(NC(C)=O)cc2)cs1 | 8 | 3.1 | 26 | 0 | 3 | -5 | 9 | 0 | 3
40 | O=C(O)/C=C/C(=O)Nc1ccccc1-c1ccccc1 | -28 | -5.3 | 22 | 1 | -2 | 10 | -9 | -7 | 0
41 | Cc1ccc(NC(=O)N2CCC(=O)N2)cc1 | 4 | 3.0 | -3 | 1 | -3 | -4 | 4 | 5 | 1
42 | COCCN(C(=O)CC1CCCCC1)c1c(N)n(CC(C)C)c(=O)[nH]c1=O | 15 | 1.0 | 8 | 18 | -1 | 14 | -10 | -3 | -1
43 | COc1cccc(Nc2nc(N)c([N+](=O)[O-])c(N3CCOCC3)n2)c1 | 5 | 4.2 | 21 | 11 | 1 | 1 | 2 | -15 | 5
44 | Cc1nn(-c2ccccc2)c(CC(C)(C)C(=O)O)c1C(=O)O | 9 | -3.0 | 3 | 0 | 3 | -17 | -4 | 2 | 0
45 | COc1cc(CCNC(=O)c2cnn3ccccc23)cc(OC)c1OC | 0 | 0.9 | 15 | -70 | -3 | -5 | 1 | -3 | 0
46 | CC(C)CCNC(=O)C(=O)NCC1OCCCN1S(=O)(=O)c1cccs1 (configuration not stated) | 12 | 0.4 | 17 | -4 | -2 | 3 | -16 | -7 | -3
47 | COC(=O)C(C)(C)ONC(=O)Nc1ccc(Br)cc1 | 7 | 0.0 | 9 | -10 | -2 | -8 | 7 | -4 | 3
48 | CCN(CC)c1ccc(C2N(C(=O)N3CCOCC3)CCN2S(=O)(=O)c2ccc(C)cc2)cc1 (configuration not stated) | -5 | 3.7 | 18 | -6 | -2 | -20 | 10 | 0 | 0
49 | Cc1ccc(-c2csc(/C(C#N)=C/Nc3ccccc3SC(F)(F)F)n2)cc1 | 12 | -2.0 | 19 | -1 | -5 | 7 | -3 | -4 | 8
50 | CC(C)C[C@H]1CN=C(Nc2ccccc2)N1CC1CCCCCC1 | 12 | -2.1 | 15 | -3 | 4 | 36 | -8 | 10 | -3
51 | COc1cc2c(cc1NC(=O)C(C)NCc1ccccc1)oc1ccccc12 (configuration not stated) | 0 | 2.0 | 42 | -11 | 1 | 21 | 12 | -7 | -2
52 | O=C(CCc1ccccc1)NC(=S)Nc1ccc(S(=O)(=O)N2CCOCC2)cc1 | 40 | -0.1 | -5 | -4 | -3 | 0 | 0 | 13 | 0
53 | Cc1ccc(Nc2nc(N)nc(CN3CCCCCC3)n2)cc1 | -3 | 2.5 | 5 | 21 | -1 | -25 | 7 | -4 | 3
54 | COc1ccc(CNC(=O)C(C)OC(=O)CN2C(=O)COc3ccccc32)cc1 (configuration not stated) | 1 | 2.6 | -2 | -15 | -1 | 24 | -1 | -5 | -2

# Structures above that contain two or more sulfur atoms:
cpd | SMILES | CCR6 antag | UPR CHOP act | tim23-1 inh | APJ antagonist | APJ ag | Mdm2 MdmX PPI | EBI2 antag | CXCR6 inh | XBP1 UPR activ
13 | Nc1nc(SCc2nc3scc(-c4cccs4)c3c(=O)[nH]2)n[nH]1 | -6 | -1.2 | -1 | -1 | 1 | 2 | -3 | 1 | -3
23 | Cc1onc(-c2c(F)cccc2Cl)c1C(=O)NC(=S)NC1CCS(=O)(=O)C1 (configuration not stated) | 28 | 0.7 | 11 | -20 | -2 | -1 | -7 | 12 | 1
32 | CCOC(=S)SCc1cn2ccc(C)cc2n1 | 34 | 4.5 | 12 | 8 | -4 | 17 | -3 | 9 | 0
34 | COc1cc(NS(=O)(=O)c2ccc(Nc3nc(-c4ccccn4)cs3)cc2)nc(OC)n1 | 8 | -1.5 | 15 | 12 | -3 | 14 | 0 | 1 | -4
46 | CC(C)CCNC(=O)C(=O)NCC1OCCCN1S(=O)(=O)c1cccs1 (configuration not stated) | 12 | 0.4 | 17 | -4 | -2 | 3 | -16 | -7 | -3
49 | Cc1ccc(-c2csc(/C(C#N)=C/Nc3ccccc3SC(F)(F)F)n2)cc1 | 12 | -2.0 | 19 | -1 | -5 | 7 | -3 | -4 | 8
52 | O=C(CCc1ccccc1)NC(=S)Nc1ccc(S(=O)(=O)N2CCOCC2)cc1 | 40 | -0.1 | -5 | -4 | -3 | 0 | 0 | 13 | 0
